High-throughput results as filed in PubChem BioAssay.
TSG101-PTAP inh: qHTS Assay for Iinhibitors of HIV-1 Budding by Blocking the Interaction of PTAP/TSG101 | Fluorescence polarization, FITC-PTAP peptide / Tsg101 binding | 340,000 tested, under 10 active | Potency, µM (highest dose often 115 µM), for the others: top-dose activity change, negative = inhibition, hits mostly inhibitors | Tumor susceptibility gene 101 protein (Homo sapiens), Q99816; active means well fitted inhibition curve with a large enough effect in the main read-out, with a control signal flat, not every such curve was filed as active; inconclusive means small, poorly fitted or top-dose-only effect, or effect the other way, or a change in a side signal; inactive means no such curve, though single readings can be large or run the other way; further: potency means the concentration at half of the fitted maximal effect; % of control where 0% means no effect
Target sequence (Q99816 whole entry, looked up): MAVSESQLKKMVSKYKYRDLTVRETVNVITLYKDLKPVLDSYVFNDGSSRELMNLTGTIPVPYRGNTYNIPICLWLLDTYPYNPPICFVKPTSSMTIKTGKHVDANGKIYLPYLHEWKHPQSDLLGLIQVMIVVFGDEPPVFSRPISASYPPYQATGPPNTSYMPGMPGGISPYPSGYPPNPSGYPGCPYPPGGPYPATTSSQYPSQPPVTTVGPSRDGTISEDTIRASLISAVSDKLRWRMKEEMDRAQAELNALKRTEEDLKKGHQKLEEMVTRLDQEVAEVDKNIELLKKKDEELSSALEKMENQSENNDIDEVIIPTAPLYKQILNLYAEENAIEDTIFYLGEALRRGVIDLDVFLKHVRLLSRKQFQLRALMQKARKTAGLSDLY
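Tsg101 binding domain (10 uM final) was mixed with compound and a FITC-labeled PTAP peptide (50 nM final) in HEPES pH 7.5 buffer with NaCl, Tween 20, EDTA and TCEP; fluorescence polarization was read after 20 min at r.t.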
TCR act: Activators of T cell receptors: qHTS campaign; 330,000 tested, under 10 active; Potency, µM (top dose mostly 9.22 µM), for the others: top-dose activation of IL-2 secretion, most hits filed as activators; primary human leukocytes, anti-CD3, IL-2 HTRF, 48 h; further: % of control where 0% means no effect
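Activity was scored as IL-2 release from primary human leukocytes given only a TCR signal (a-CD3 beads) plus compound for 48 hr. Detection used a two-antibody HTRF format read at 665nm.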
S-ASM inh: Inhibitors of Secretory Acid Sphingomyelinase (S-ASM): qHTS | AID 504937, 2011 | Potency, µM (series often up to 57.5 µM), for the others: at the highest dose activity change, negative = inhibition, actives largely listed as inhibitors | hit rate 0.006% among 340,000 | placental ASM, HMU-PC fluorogenic substrate, 60 min | Sphingomyelin phosphodiesterase (Homo sapiens), P17405; further: potency means the concentration at half of the fitted maximal effect
Target sequence (P17405 47-631 limits assumed): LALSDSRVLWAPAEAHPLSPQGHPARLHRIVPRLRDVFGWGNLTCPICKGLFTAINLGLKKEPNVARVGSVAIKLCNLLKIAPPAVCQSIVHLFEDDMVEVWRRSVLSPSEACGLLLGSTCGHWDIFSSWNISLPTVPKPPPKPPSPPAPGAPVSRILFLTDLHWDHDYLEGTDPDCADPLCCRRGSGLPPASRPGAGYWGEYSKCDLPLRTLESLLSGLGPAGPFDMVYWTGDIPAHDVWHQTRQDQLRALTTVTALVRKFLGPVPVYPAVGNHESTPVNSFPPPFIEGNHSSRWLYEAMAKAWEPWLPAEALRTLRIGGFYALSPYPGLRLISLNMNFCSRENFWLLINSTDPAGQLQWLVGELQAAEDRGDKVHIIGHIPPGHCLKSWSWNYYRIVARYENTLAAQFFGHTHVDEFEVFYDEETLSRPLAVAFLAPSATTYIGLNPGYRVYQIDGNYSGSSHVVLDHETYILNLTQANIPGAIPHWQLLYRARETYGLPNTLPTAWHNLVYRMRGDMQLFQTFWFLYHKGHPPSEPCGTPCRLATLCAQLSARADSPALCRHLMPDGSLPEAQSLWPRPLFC
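Human placenta-derived ASM preincubated with compound 10 min at room temperature, then reacted with 9 uM (final) fluorogenic HMU-PC substrate for 60 min at 37 C. Stop solution raises pH to 10; fluorescence read at Ex 386/Em 447 nm.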
a7 integrin act: qHTS for Activators of Integrin-Mediated Alleviation for Muscular Dystrophy; alpha7betagal myoblasts, beta-gal FDG fluorescence, 48 h; Potency, µM (top dose mostly 38.3 µM), without a hit: top-dose activation, actives largely listed as activators; hit rate 0.064% among 350,000; AID 624291, 2012;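 further: potency means the concentration at half of the fitted maximal effect; 100% = response of the positive control SU9516; nearly all actives have a fitted effect of over 60% in size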
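Alpha7betagal+/- myoblasts (passage 13) were plated 16-24 hr, then exposed to compounds (1:260 dilution of DMSO stock) for 48 hours at 37C. After MPER lysis, β-galactosidase reporter activity was read as FDG fluorescence (ex 480/em 540) after 30 minutes.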
The depositor's hits bear a star; ? = inconclusive; . = not tested or not shown; [ ] = another dose, or the depositor's remark. Unless noted, the call rests on the fitted dose curve; in most records, active means well fitted curve in the direction sought with a large enough effect; inconclusive means small, poorly fitted or top-dose-only effect, or another doubt; inactive means no such curve, though single readings can be large; an effect the other way counts as inactive or inconclusive. The list is partial; count on the stated rates, not on these rows.

SMILES	TSG101-PTAP inh	TCR act	S-ASM inh	a7 integrin act
CC(=O)OCC(=O)C1(O)CCC2C3CCC4C(OC(C)=O)C(=O)CCC4(C)C3C(=O)CC21C (centres undefined)	1%	1%	1%	-6%
COc1cc2sc3ccc(-c4ccc5[nH]ccc5c4)cc3c(=O)c2cc1OC	1%	-1%	7%	19%
CCOC(=O)C1=C(N)OC2=C(C(=O)CCC2)C1c1ccc2c(c1)OCO2 (centres undefined)	0%	-2%	-1%	1%
CC1CCc2c(sc(NC(=O)c3noc4c3CCCC4)c2C(N)=O)C1 (centres undefined)	-4%	3%	-1%	11%
Cc1[nH]n2c(=O)cc(-c3ccc([N+](=O)[O-])cc3)nc2c1-c1ccccc1	-8%	0%	-10%	-11%
CCOc1ccccc1C(=O)NC(C(=O)N(C)c1c(N)n(Cc2ccccc2)c(=O)[nH]c1=O)C(C)C (centres undefined)	-1%	7%	4%	1%
Cc1ccccc1NS(=O)(=O)c1ccc(C(=O)NCC2(N3CCOCC3)CCCCC2)cc1	-3%	3%	0%	13%
COc1ccc(CCNC(=O)c2cc3cc(F)ccc3nc2C)cc1OC	0%	-8%	2%	-14%
CC(C)(C)C(=O)Nc1cccc(-c2ccc[nH]2)n1	-4%	3%	-1%	24%
Nc1ccc2c(c1)CCC2=O	-5%	-32%	5%	5%
CCOc1ccccc1C=NNC(=O)C(=O)NN=Cc1ccccc1OCC	-2%	-6%	4%	16%
Cc1ccc(S(=O)(=O)N2CCN(Cc3cccc(F)c3)CC2)cc1	-8%	2%	0%	2%

Compounds above that have an aryl methoxy group, in the order listed:
SMILES	TSG101-PTAP inh	TCR act	S-ASM inh	a7 integrin act
COc1cc2sc3ccc(-c4ccc5[nH]ccc5c4)cc3c(=O)c2cc1OC	1%	-1%	7%	19%
COc1ccc(CCNC(=O)c2cc3cc(F)ccc3nc2C)cc1OC	0%	-8%	2%	-14%

(further entries)
SMILES	TSG101-PTAP inh	TCR act	S-ASM inh	a7 integrin act
CN=C1S/C(=C\c2cccn2-c2cccc(Br)c2)C(=O)N1C	-1%	-3%	16%	-5%
CCN(CC(=O)Nc1ccc2c(c1)OCCO2)C(=O)C(C)Oc1ccc(F)cc1 (centres undefined)	-5%	11%	-1%	-15%
CN(C)c1ccc(C=NNC(=S)Nc2ccc(F)cc2)cc1	-4%	-6%	.	3%
C=C1CCN([C@@H](CC(C)C)C(=O)NCc2ccc(Cl)cc2)S(=O)(=O)c2ccccc21	-3%	1%	-4%	19%
COc1ccc(-c2ccccc2)cc1NC(=O)c1ccncc1	-6%	9%	-3%	23%
CSCCC(NS(=O)(=O)c1cccc(C(F)(F)F)c1)C(=O)N1CCN(C(=O)c2ccco2)CC1 (centres undefined)	-12%	-6%	-2%	-5%
COc1ccc(/C=C2/CCCc3ccccc3C2=O)cc1	1%	4%	-1%	4%
COc1ccc(-c2cc(CN3C(=O)c4ccccc4C3=O)on2)cc1	-6%	-3%	0%	-5%
Oc1c(Cl)c(Cl)c2ncccc2c1Cl	-6%	-1%	34%[activator]	-14%
COc1ccc(-c2nn(-c3ccccc3)cc2/C=C/C(=O)N(C)CC(=O)Nc2cccc(F)c2)cc1OC	2%	5%	-16%	-11%
Cc1ccc(CN2CC(C(=O)Nc3ccc(C)c(S(=O)(=O)N4CCCCC4)c3)CC2=O)cc1 (centres undefined)	-1%	16%	-9%	-29%
CC(NC(=O)c1cccs1)c1ccccc1 (centres undefined)	-1%	4%	0%	39%

Arranged by SMILES length (lowest first): some entries from above
SMILES	TSG101-PTAP inh	TCR act	S-ASM inh	a7 integrin act
Nc1ccc2c(c1)CCC2=O	-5%	-32%	5%	5%
CC(NC(=O)c1cccs1)c1ccccc1 (centres undefined)	-1%	4%	0%	39%
COc1ccc(/C=C2/CCCc3ccccc3C2=O)cc1	1%	4%	-1%	4%
COc1ccc(CCNC(=O)c2cc3cc(F)ccc3nc2C)cc1OC	0%	-8%	2%	-14%
CCN(CC(=O)Nc1ccc2c(c1)OCCO2)C(=O)C(C)Oc1ccc(F)cc1 (centres undefined)	-5%	11%	-1%	-15%
C=C1CCN([C@@H](CC(C)C)C(=O)NCc2ccc(Cl)cc2)S(=O)(=O)c2ccccc21	-3%	1%	-4%	19%

Following part.
SMILES	TSG101-PTAP inh	TCR act	S-ASM inh	a7 integrin act
CC1(OC(=O)C2CCCC2)C(=O)C=C2C=C(c3ccc(C#N)cc3)OC=C2C1=O (centres undefined)	2%	1%	75%[activator]	1%
CCN(CC)c1ccc(C2NC(=O)c3ccccc3N2)cc1 (centres undefined)	-1%	-22%	43%[activator]	-15%
CC1CCC(CC(=O)O)(C(=O)O)CC1 (centres undefined)	-4%	-2%	1%	0%
Cn1c(=O)c2ncn(C)c2n(C)c1=O	-12%	1%	4%	3%
O=C(NCCc1ccccc1)c1ccc(NC(=O)C2CCC2)cc1	-6%	0%	-2%	0%
Cc1ccc(S(=O)(=O)N(OCc2ccccc2)C(C)C(=O)O)cc1 (centres undefined)	-2%	-5%	-4%	17%
CC(=O)Nc1ccc(Sc2ccc([N+](=O)[O-])o2)cc1	-7%	4%	-3%	-59%[inhibitor]
CC(C)C[C@@H](CN1CCCC1CN1C(=S)NC[C@@H]1Cc1ccc(O)cc1)N1C[C@H](Cc2ccccc2)N(CCc2ccccc2)C1=S (some centres undefined)	-9%	5%	-27%	23%
CCOC(=O)c1cn(Cc2ccccc2)c(C(=O)OC(C)(C)C)c1O	-14%	0%	-3%	-32%
Cc1cn(CC(=O)N[C@H](CO)Cc2c[nH]c3ccccc23)c(=O)[nH]c1=O	-1%	-5%	8%	18%
COc1ccccc1OCCCCCCN1CCN(C)CC1	-2%	-2%	2%	-8%
COc1ccc(Cc2ccccc2C(=O)O)cc1	-4%	2%	-1%	6%

Results in TCR act, S-ASM inh and a7 integrin act, for 7 of the compounds above:
SMILES | TCR act | S-ASM inh | a7 integrin act
Cc1ccc(S(=O)(=O)N(OCc2ccccc2)C(C)C(=O)O)cc1 (centres undefined) | -5% | -4% | 17%
CC(=O)Nc1ccc(Sc2ccc([N+](=O)[O-])o2)cc1 | 4% | -3% | -59%[inhibitor]
CC(C)C[C@@H](CN1CCCC1CN1C(=S)NC[C@@H]1Cc1ccc(O)cc1)N1C[C@H](Cc2ccccc2)N(CCc2ccccc2)C1=S (some centres undefined) | 5% | -27% | 23%
CCOC(=O)c1cn(Cc2ccccc2)c(C(=O)OC(C)(C)C)c1O | 0% | -3% | -32%
Cc1cn(CC(=O)N[C@H](CO)Cc2c[nH]c3ccccc23)c(=O)[nH]c1=O | -5% | 8% | 18%
COc1ccccc1OCCCCCCN1CCN(C)CC1 | -2% | 2% | -8%
COc1ccc(Cc2ccccc2C(=O)O)cc1 | 2% | -1% | 6%

Further structures:
SMILES	TSG101-PTAP inh	TCR act	S-ASM inh	a7 integrin act
O=C1c2ccccc2C(=O)N1N(c1ccccc1)c1ccccc1	-2%	3%	-5%	?
CC(C(=O)Nc1ccc2c(c1)OCO2)N(C)CC(=O)Nc1ccc(Cl)cc1 (centres undefined)	0%	-9%	-5%	-10%
CON=C1C=C(C)C(=O)C(C)=C1C	-3%	-6%	3%	3%
O=C1C=C(NCCc2cc(Br)c(O)c(Br)c2)C(=O)c2ncccc21	-11%	-3%	0%	-53%[inhibitor]
O=C1NC(Cc2ccc(O)cc2)c2nc3cc(Cl)ccc3c(=O)n2-c2cc(Cl)ccc21 (centres undefined)	2%	3%	4%	-1%
Cc1noc(/C=C/N(C)C)c1S(=O)(=O)N1CCCC(C(=O)N2CCc3ccccc32)C1 (centres undefined)	-4%	6%	10%	-23%
COCOc1cc(O)c2c(=O)c(OCOC)c(-c3ccc(OCOC)c(OCOC)c3)oc2c1	-10%	6%	-13%	6%
O=C(Nc1ccccc1)OCC1CCCO1 (centres undefined)	0%	-1%	-1%	11%
O=CN1CCN(C=O)C(O)C1O (centres undefined)	1%	-5%	0%	4%
COc1cc(/C=C/CO)ccc1O[C@@H]1O[C@H](CO)[C@@H](O)[C@H](O)[C@H]1O	1%	14%	-1%	8%
N#CC1=CC2CN(Cc3ccccc3)C1C1C(=O)N(c3ccccc3)C(=O)C21 (centres undefined)	-1%	-4%	2%	-5%
C=C(CN(C)C)C(=O)c1ccc(OC2OC(COC(C)=O)C(OC(C)=O)C(OC(C)=O)C2OC(C)=O)cc1 (centres undefined)	-4%	-2%	6%	-53%[inhibitor]
CN(C(=O)c1cccc(NC(=O)Cc2ccc(NC(=O)C3CCCN(S(=O)(=O)c4cccc([N+](=O)[O-])c4)C3)cc2)c1)C1CCCC1 (centres undefined)	-2%	-2%	-1%	-20%
CN(C)c1ccc(S(=O)(=O)NCC(=O)N2CCN(S(=O)(=O)c3cccc(F)c3)CC2)cc1[N+](=O)[O-]	1%	5%	-2%	-17%
O=C(O)C1=C[C@H](c2ccc(C(F)(F)F)cc2)C[C@H](OCCCCO)O1	2%	0%	0%	27%
CCOC(=O)c1c[nH]c2ccc([N+](=O)[O-])cc12	-7%	-3%	-5%	22%
CC(=NNC(=O)c1ccncc1)c1ccc(Cl)c(Cl)c1	-1%	0%	-2%	19%
CSc1c(CN2CCN(C)CC2)c2ccccc2n1C	-3%	-1%	4%	3%
CCCC(=O)N1CCCC(C(=O)c2cccc(OC(C)C)c2)C1 (centres undefined)	-2%	-3%	2%	-29%
CN(C)CCNC(=O)c1onc(CSc2ccncc2)c1C(=O)NCCN(C)C	0%	-2%	-3%	7%
CC(C)c1cccc(C(C)C)c1OCCCCCN1CCOCC1	-3%	-3%	-1%	-40%
CN(Cc1ccccc1)C(=O)c1ccc(NC(=O)Cc2ccc(NC(=O)C3CCN(C(=O)CCc4ccccc4)CC3)cc2)cc1	-3%	-5%	8%	-20%
CN(C=O)c1ccc(CSc2ccccc2)cc1	-8%	1%	1%	9%
CN(c1ccccc1)c1cc(Br)nc(Br)c1	-2%	2%	1%	24%
CN(C(=O)COC(=O)COc1ccc(N(C)S(=O)(=O)c2ccc(Cl)cc2)cc1)c1ccccc1	0%	5%	1%	?
COC(=O)C1=C(C(=O)OC)[N+]2=C3N(C(=O)NC2(C)C)[C@H](CO)C[C@@]32c3ccccc3N(Cc3ccccc3)[C@@H]12	-4%	0%	3%	-26%
CC(NC(=O)C(Cc1ccccc1)=NO)c1ccccc1 (centres undefined)	-3%	-4%	0%	4%
COC(=O)Cn1c(CN2CCN(c3ccccc3F)CC2)nc2c1c(=O)n(C)c(=O)n2C	-4%	-2%	-1%	5%
O=C(C=Cc1ccco1)c1ccco1	1%	1%	93%[activator]	-33%
OC(c1ccccc1)C(O)C(c1ccccc1)N1CCCCC1 (centres undefined)	-5%	-4%	1%	-21%
COc1ccc(/C=C2/CSC/C(=C/c3ccc(OC)c(OC)c3)C2=O)cc1OC	-2%	3%	-4%	-58%[inhibitor]
Nc1nc(N)nc(-c2ccc([N+](=O)[O-])o2)n1	-8%	-6%	4%	-23%
CCN(C(=S)NC(=O)Cc1ccc(OC)cc1)c1ccccc1	-10%	1%	2%	-16%
CCc1c(C)nc2[nH]ncn2c1=O	-11%	2%	2%	17%
O=C(c1ccccc1)N(C(=O)c1ccccc1)N1CCCC1	0%	-7%	-1%	12%
